EPAC2 agonist: qHTS for Agonist of cAMP-regulated guanine nucleotide exchange factor 4 (EPAC2): primary screen. Rap guanine nucleotide exchange factor 4 (Homo sapiens), Q8WZA2. EPAC2 activation, biochemical qHTS; response scale: 100% = 6.5 mM cAMP response. Potency, µM (doses to about 154 µM), for the others: top-dose activation, actives largely listed as activators. 360,000 compounds, 0.079% hits. AID 720711, 2013; also: potency is read from the fitted curve at half-maximal effect; nearly all actives have a fitted effect of over 50% in size
Target sequence (Q8WZA2 whole entry, looked up): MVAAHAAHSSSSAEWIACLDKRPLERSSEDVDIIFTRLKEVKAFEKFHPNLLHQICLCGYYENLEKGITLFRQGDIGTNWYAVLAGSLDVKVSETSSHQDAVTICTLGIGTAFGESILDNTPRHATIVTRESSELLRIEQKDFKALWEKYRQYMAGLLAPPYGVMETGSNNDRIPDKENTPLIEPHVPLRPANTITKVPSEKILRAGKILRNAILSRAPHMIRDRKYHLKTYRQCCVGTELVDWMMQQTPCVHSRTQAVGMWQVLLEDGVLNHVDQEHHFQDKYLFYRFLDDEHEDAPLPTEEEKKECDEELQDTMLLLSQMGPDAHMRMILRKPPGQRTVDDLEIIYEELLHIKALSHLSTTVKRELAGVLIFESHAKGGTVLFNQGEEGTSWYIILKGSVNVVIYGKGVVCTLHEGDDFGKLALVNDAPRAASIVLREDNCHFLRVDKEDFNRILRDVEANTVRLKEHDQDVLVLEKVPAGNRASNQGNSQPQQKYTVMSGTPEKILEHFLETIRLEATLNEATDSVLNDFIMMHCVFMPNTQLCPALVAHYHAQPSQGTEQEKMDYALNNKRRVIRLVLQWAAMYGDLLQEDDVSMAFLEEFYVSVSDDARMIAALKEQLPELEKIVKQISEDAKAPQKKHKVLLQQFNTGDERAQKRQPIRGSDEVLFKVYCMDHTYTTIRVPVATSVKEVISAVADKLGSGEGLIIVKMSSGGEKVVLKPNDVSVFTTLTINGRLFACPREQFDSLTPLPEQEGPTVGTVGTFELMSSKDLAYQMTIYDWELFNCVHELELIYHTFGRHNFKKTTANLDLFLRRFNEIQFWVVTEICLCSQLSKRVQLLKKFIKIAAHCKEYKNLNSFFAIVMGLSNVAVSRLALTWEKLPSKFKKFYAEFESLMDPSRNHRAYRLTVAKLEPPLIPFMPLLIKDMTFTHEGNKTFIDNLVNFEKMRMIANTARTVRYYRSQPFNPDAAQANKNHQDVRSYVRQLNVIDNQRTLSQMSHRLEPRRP
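Exchange assay: 100 nM EPAC2 with 250 nM Rap1B-BODIPY-GDP and 50 uM GDP. Fluorescence (ex 480/em 540 nm) read every 5 min for 30 min at room temperature. Data normalized to 6.5 mM cAMP as agonist control.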
Nrf2 activator: qHTS of Nrf2 Activators. 410,000 compounds, 0.31% hits. Potency, µM (top dose mostly 46.1 µM), inactives show top-dose activation, hits mostly activators. AREc32 ARE-luciferase reporter (MCF7-derived line), luminescence, 24 h. AID 624171, 2012; also: potency is read from the fitted curve at half-maximal effect; % of control where 0% means no effect; nearly all actives have a fitted effect of over 65% in size
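Luciferase luminescence (Steady-Glo, 30 min at room temperature) served as the read-out of ARE activation in AREc32 cells treated with compounds for 24 hr at 37 deg C.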
IL2 activator: qHTS of IL-2 Activators. IL-2 activation reporter assay, cell-based qHTS; stimulated with anti-CD3/CD4/CD28 beads; in transgenic mouse T cells. activation, % (series mostly up to about 46 µM). 360,000 compounds, 0.065% hits; in the data active = activation above about 50%; inconclusive = mostly about 30% to 49%; also: 0% is about no effect
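Unstimulated transgenic mouse T cells preincubated 60 min with compound, then stimulated with anti-CD3/anti-CD4-coated beads plus anti-CD28 for 18 h at 37 degrees C. IL-2 response read as EGFP and DsRed fluorescence by plate cytometry.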
TGFb SMAD3 inh: qHTS for Inhibitors of TGF-b | HepG2 CAGA-GFP TGF-b/SMAD3 reporter, GFP fluorescence, 18 h; TGF-beta stimulated, 500 pg/mL final | Potency, µM (top dose mostly 46.1 µM), inactives show at the top dose activity, negative = inhibition, hits mostly inhibitors | 410,000 compounds, 1.2% hits | AID 588855, 2011; also: potency is read from the fitted curve at half-maximal effect; % is scaled to controls: 0 for no effect and ±100 for the full control effect; nearly all actives have a fitted effect of over 65% in size
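Inhibition was scored as loss of TGF-beta-induced (500 pg/mL final, 18 hours, 37 degrees C) GFP in HEPG2 cells carrying a CAGA-GFP reporter, in DMEM with 1% FBS. Well GFP was summed per cell; Activity was normalised to unstimulated and stimulated DMSO wells, then concentration-response fitting.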
ATXN2 expr inh: Primary qHTS for Inhibitors of ATXN expression; AID 1745845, 2022; HEK-293 ATXN2-luciferase reporter, luminescence, 24 h; Potency, µM (doses to about 57 µM), without a hit: top-dose activity change, negative = inhibition, most hits filed as inhibitors; 360,000 compounds, 0.72% hits; also: potency is read from the fitted curve at half-maximal effect; % is scaled to controls: 0 for no effect and ±100 for the full control effect; nearly all actives have a fitted effect of over 55% in size
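qHTS (up to 57 uM final) was run with 24 h compound exposure of reporter cells at 37 °C. Each well was multiplexed: SteadyGlo luminescence measured ATXN2-luciferase expression after a fluorogenic Gly-Phe-AFC viability readout (25 uM final).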
HepG2 tox: qHTS for Inhibitors of TGF-b: Cytotox Counterscreen; AID 588856, 2011; 410,000 compounds, 0.76% hits; HepG2 CAGA-GFP viability, ATP luminescence, 18 h; Potency, µM (top dose mostly 46.1 µM), inactives show at the highest dose activity change, negative = cytotoxicity, usual class: cytotoxic; also: potency is read from the fitted curve at half-maximal effect; some results filed as inactive show a strong effect at the top dose
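CellTiter-Glo luminescence gave cytotoxicity after 18 hours at 37 degrees C. The cells were HepG2 CAGA-GFP in 1% FBS DMEM, stimulated with 500 pg/mL TGF-beta after compound addition. %Activity was normalised to no-cell wells (complete cell-killing) and DMSO (no toxicity), and curves were fitted and classified.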
A549 tox: Nrf2 qHTS screen for inhibitors: counterscreen for cytotoxicity; AID 504648, 2011; 390,000 compounds, 0.16% hits; Potency, µM (titrated, usually from 46 µM), for inactives: top-dose activity change, negative = cytotoxicity, usual class: inhibitors; A549 ARE-Fluc cells, CellTiter-Fluor viability, 18-24 h; also: potency is read from the fitted curve at half-maximal effect; % is scaled to controls: 0 for no effect and ±100 for the full control effect
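A549 ARE_Fluc cells in 5% FBS OPTI-MEM were exposed to compounds in concentration-response for 18-24 h at 37 deg C. Viability was read by CellTiter-Fluor fluorescence (Ex 405/Em 525) after 30 min, before the luciferase read.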
Nrf2 block: Nrf2 qHTS screen for inhibitors. A549 ARE-Fluc reporter, luciferase luminescence, 18-24 h. Potency, µM (series often up to 46 µM), inactives show at the top dose activity change, negative = inhibition, most hits filed as inhibitors. 360,000 compounds, 2.1% hits. AID 504444, 2011; also: potency is read from the fitted curve at half-maximal effect; % is scaled to controls: 0 for no effect and ±100 for the full control effect; nearly all actives have a fitted effect of over 60% in size
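Two sequential reads on A549 ARE_Fluc cells exposed to compound for 18-24 h: a CellTiter-Fluor fluorescence read for viability, then a luciferase luminescence read for Nrf2/ARE activity.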
S2 tox: Viability Counterscreen for Primary qHTS for Inhibitors of ATXN expression; Potency, µM (top dose mostly 56.7 µM), actives largely listed as cytotoxic; S2 cells (HEK-293 line with an ATXN2-luciferase reporter) viability, CellTiter-Fluor protease fluorescence, 24 h; 400,000 compounds, 0.49% hits; also: potency is read from the fitted curve at half-maximal effect; nearly all actives have a fitted effect of over 40% in size
* hit, by the source's call; & = joins results of further samples; [ ] = dose if it differs, or a comment. Unless noted, calls follow the shape of the dose curve; as a rule, active = well fitted curve in the direction sought with a large enough effect; inconclusive = small, poorly fitted or top-dose-only effect, or another doubt; inactive = no such curve, though single readings can be large; an effect the other way counts as inactive or inconclusive.

COc1ccccc1Oc1cn[nH]c1-c1ccc(O)cc1O was read as EPAC2 agonist 4%, Nrf2 activator 3.1%, IL2 activator 0.3, TGFb SMAD3 inh -23%, HepG2 tox -9%, A549 tox 1%, Nrf2 block 0% and S2 tox inconclusive.
`O=C(Cn1nc(C(=O)O)c2ccccc2c1=O)Nc1ccc2c(c1)OCO2` gave EPAC2 agonist 0%, Nrf2 activator -0.5%, IL2 activator -2.6, TGFb SMAD3 inh 6%, ATXN2 expr inh 8%, HepG2 tox 14%, A549 tox 0%, Nrf2 block -8% and S2 tox inactive.
For CCN(CC)C(=O)COCc1cc(-c2ccc3c(c2)OCO3)on1 the results were EPAC2 agonist 2%, Nrf2 activator 3.7%, IL2 activator -2.0, TGFb SMAD3 inh -11%, HepG2 tox -12%, A549 tox -10%, Nrf2 block -8% and S2 tox inactive.
For COC(=O)C1=NN(c2ccc(OC)cc2)C2C(=O)N(c3ccccc3OC)C(=O)C12 (stereo not given) the results were EPAC2 agonist 9%, Nrf2 activator -0.7%, IL2 activator 0.3, TGFb SMAD3 inh -7%, ATXN2 expr inh 11%, HepG2 tox 26%, A549 tox -3% and Nrf2 block 7%.
Screening Cc1ccc(Cl)cc1-n1c(=O)cc(N2CC(C)OC(C)C2)[nH]c1=O (stereo not given) returned EPAC2 agonist -5%, Nrf2 activator -0.1%, IL2 activator 2.5, TGFb SMAD3 inh -28%, ATXN2 expr inh -11%, HepG2 tox -7%, A549 tox 6%, Nrf2 block 11% and S2 tox inactive.
CCN1CCN(C(C(=O)NC2CCCCC2)C2CC2)CC1 (stereo not given) was read as EPAC2 agonist 4%, Nrf2 activator -0.7%, IL2 activator -0.6, TGFb SMAD3 inh -11%, ATXN2 expr inh -1%, HepG2 tox 5% and S2 tox inactive.
Screening CCOC(=O)Cn1ncc2c3ccccc3n(CC(=O)OCC)c2c1=O returned EPAC2 agonist 15%, Nrf2 activator -0.5%, IL2 activator -1.6, TGFb SMAD3 inh -7%, ATXN2 expr inh -18%, HepG2 tox 2%, A549 tox 6%, Nrf2 block -14% and S2 tox inactive.
CCCCOc1ccc(C(C)NC(=O)c2cccc(Nc3nc4ccccc4n4nnnc34)c2)cc1 (stereo not given) was read as Nrf2 activator 7.8%, TGFb SMAD3 inh inconclusive, ATXN2 expr inh 15%, HepG2 tox -19%, A549 tox 2%, Nrf2 block inconclusive and S2 tox inactive.
COc1cccc(CNC(=S)Nc2ccc3c(c2)c(=O)n(C)n3Cc2ccccc2)c1 was read as EPAC2 agonist 11%, Nrf2 activator -1.3%, IL2 activator 0.1, TGFb SMAD3 inh 29%, ATXN2 expr inh -8%, HepG2 tox 6% and S2 tox inactive.
Screening COc1cc(OC)cc(C(=O)NNC(=S)Nc2ccccc2OC)c1 returned EPAC2 agonist -6%, Nrf2 activator 4.4%, IL2 activator -2.0, TGFb SMAD3 inh 18%, ATXN2 expr inh -8%, HepG2 tox -1%, A549 tox 2%, Nrf2 block inconclusive and S2 tox inactive.
`CCOC(=O)c1c(N)c2cc([N+](=O)[O-])cnc2n1C` gave EPAC2 agonist 8%, Nrf2 activator 1.9%, IL2 activator 1.1, TGFb SMAD3 inh -1%, ATXN2 expr inh 2%, HepG2 tox -11%, A549 tox 2%, Nrf2 block 3% and S2 tox inactive.
`COC(=O)NNC(=O)C1CCC(C)CC1` (stereo not given) gave EPAC2 agonist 29%, Nrf2 activator 1.2%&-0.3%, IL2 activator 1.8, TGFb SMAD3 inh -1%&0%, ATXN2 expr inh 10%&3%, HepG2 tox -13%&2%, A549 tox 2%&4%, Nrf2 block 6%[9.27 µM] and S2 tox inactive.
Screening O=c1cc(C(F)(F)F)[nH]c2ccc(OC(F)(F)F)cc12 returned EPAC2 agonist -1%, Nrf2 activator 2.8%, IL2 activator -2.8, TGFb SMAD3 inh inconclusive, ATXN2 expr inh inconclusive, HepG2 tox -14%, A549 tox inconclusive, Nrf2 block inconclusive and S2 tox inactive.
O=C(O)CSc1c2ccccc2cc2ccccc12 was read as EPAC2 agonist -2%, Nrf2 activator -0.6%, IL2 activator -0.3, TGFb SMAD3 inh -9%, ATXN2 expr inh inconclusive, HepG2 tox -11%, A549 tox 11%, Nrf2 block -1% and S2 tox inactive.
Screening O=C(CCCCCn1c(=S)[nH]c2cc3c(cc2c1=O)OCO3)N1CCN(c2ccccc2)CC1 returned EPAC2 agonist -13%, Nrf2 activator -0.2%, IL2 activator -1.9, TGFb SMAD3 inh 3%, ATXN2 expr inh 4%, HepG2 tox 0%, A549 tox -2%, Nrf2 block -3% and S2 tox inactive.
CCOc1ccc(NC2=NCC(=O)N2Cc2cccs2)cc1 was read as EPAC2 agonist -1%, Nrf2 activator 3.2%, IL2 activator -0.1, TGFb SMAD3 inh -10%, ATXN2 expr inh 4%, HepG2 tox 11%, A549 tox -5%, Nrf2 block 6% and S2 tox inactive.
CC(NC(=O)C1CCCN1S(=O)(=O)c1ccc2c(c1)n(C)c(=O)c(=O)n2C)c1ccccc1 (stereo not given) was read as EPAC2 agonist 7%, Nrf2 activator 0.0%, IL2 activator 1.8, TGFb SMAD3 inh -2%, ATXN2 expr inh -1%, HepG2 tox -29%, A549 tox 1%, Nrf2 block -9% and S2 tox inactive.
`CCC(C)[C@H](NC(=O)OC(C)(C)C)c1nnc(SCc2c(C)[nH]c(=O)[nH]c2=O)o1` (stereo not given in full) gave EPAC2 agonist 0%, Nrf2 activator 0.0%, IL2 activator 0.6, TGFb SMAD3 inh 1%, ATXN2 expr inh -4%, HepG2 tox -5%, A549 tox -16%, Nrf2 block 5% and S2 tox inactive.
Screening O=C(NCc1ccccc1)c1ccc2c(c1)N(Cc1ccc(F)cc1)CCS2 returned Nrf2 activator 3.9%, TGFb SMAD3 inh 11%, ATXN2 expr inh 1%, HepG2 tox -1%, A549 tox 2%, Nrf2 block inconclusive and S2 tox inactive.
`CSc1nnc(-c2cc[n+](C)cc2)n1CCO` gave EPAC2 agonist 21%, Nrf2 activator -0.5%, IL2 activator 1.4, TGFb SMAD3 inh 1%, ATXN2 expr inh -4%, HepG2 tox 4%, A549 tox -4%, Nrf2 block -2% and S2 tox inactive.
COc1ccc(C2=NS(=O)(=O)N(C)C(C(=O)NC(C)c3ccccc3)=C2)cc1OC (stereo not given) was read as EPAC2 agonist 18%, Nrf2 activator 0.2%&0.7%, IL2 activator -2.0, TGFb SMAD3 inh 2%&-16%, ATXN2 expr inh -4%&2%, HepG2 tox -16%&-4%, A549 tox -6%&0%, Nrf2 block inconclusive and S2 tox inactive.
`Cc1cccc(C(=O)NCCCN2CCCC2=O)c1` gave EPAC2 agonist -2%, Nrf2 activator -0.6%, IL2 activator -1.2, TGFb SMAD3 inh -5%, ATXN2 expr inh 0%, HepG2 tox -7%, A549 tox -14%, Nrf2 block 9% and S2 tox inactive.
Screening Clc1ccc(SCc2cc(-c3ccccc3)on2)cc1 returned EPAC2 agonist 4%, Nrf2 activator -0.7%, IL2 activator 7.3, TGFb SMAD3 inh 14%, ATXN2 expr inh 32%, HepG2 tox 2%, A549 tox 2% and S2 tox inconclusive.
`O=C(O)c1ccc(NCc2ccc(Br)cc2)cc1` gave EPAC2 agonist -3%, Nrf2 activator -0.5%, IL2 activator 0.1, TGFb SMAD3 inh 4%, ATXN2 expr inh 0%, HepG2 tox -9%, A549 tox -8%, Nrf2 block -13% and S2 tox inactive.
Screening Cc1ccccc1NC(=O)OCc1cccnc1Sc1ccc(Cl)cc1 returned EPAC2 agonist 5%, Nrf2 activator -0.3%, IL2 activator 0.5, TGFb SMAD3 inh 1%, ATXN2 expr inh -8%, HepG2 tox -3%, A549 tox 2% and S2 tox inactive.
For CC(=O)c1c(C(C)=O)c(C)n(C(c2ccccc2)c2ccccc2)c1C the results were EPAC2 agonist 23%, Nrf2 activator -0.8%, IL2 activator 1.5, TGFb SMAD3 inh 28%, HepG2 tox -1%, A549 tox 0%, Nrf2 block -5% and S2 tox inactive.
For CCOc1ccc(C(C)NC(=O)C2CCCC2)cc1 (stereo not given) the results were EPAC2 agonist -5%, Nrf2 activator -0.5%, IL2 activator 4.7, TGFb SMAD3 inh 3%, ATXN2 expr inh -4%, HepG2 tox 0%, A549 tox -5%, Nrf2 block -16% and S2 tox inconclusive.
`CC(C)C1N(C(=O)CN2CCCCC2)CCN1S(=O)(=O)c1ccccc1` (stereo not given) gave EPAC2 agonist 0%, Nrf2 activator -0.3%, IL2 activator -0.3, TGFb SMAD3 inh 1%, ATXN2 expr inh 4%, HepG2 tox -10%, A549 tox 6%, Nrf2 block 18% and S2 tox inactive.
`COc1ccccc1Cn1ccn(Cc2ccc(C)cc2)c(=O)c1=O` gave Nrf2 activator 0.8%, TGFb SMAD3 inh -17%, HepG2 tox -16%, A549 tox -15% and Nrf2 block -1%.
CC(C)n1c(C(O)c2ccc3c(c2)OCO3)nc2ccccc21 (stereo not given) was read as EPAC2 agonist 0%, Nrf2 activator 0.0%, IL2 activator 2.5, TGFb SMAD3 inh -2%, ATXN2 expr inh 2%, HepG2 tox -8%, A549 tox -9%[1.84 µM], Nrf2 block 6% and S2 tox inconclusive.

Screening data from PubChem.
